Screens deposited in PubChem by National Center for Advancing Translational Sciences (NCATS).
Epigenetic reg: Quantitative High-Throughput Screen for Regulators of Epigenetic Control; Potency, µM (series often up to 53.9 µM), without a hit: top-dose GFP activation, usual class: activators; murine LDR cells, GFP reporter derepression, 30 h; 280,000 compounds, 0.2% hits; AID 1865, 2009; note: potency is the fitted concentration of half-maximal effect; % of control where 0% means no effect; nearly all actives have a fitted effect of over 60% in size
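Murine LDR cells bearing a silenced CMV-driven GFP reporter were exposed to compound for 30 h at 37 C. After PBS washes, GFP-positive cells (20-120 um objects) counted by laser-scanning microplate cytometry.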
L3MBTL1 inh: qHTS Assay for the Inhibitors of L3MBTL1 | AID 485360, 2010 | Potency, µM (series often up to 57.1 µM), without a hit: at the highest dose activity, negative = inhibition, hits mostly inhibitors | Lethal(3)malignant brain tumor-like protein 1 (Homo sapiens), Q9Y468 | AlphaScreen L3MBTL1–H3K9me1 peptide binding | 230,000 compounds, 0.66% hits; note: potency is the fitted concentration of half-maximal effect; % is set by controls: 0 for no effect and ±100 for the full control effect; nearly all actives have a fitted effect of over 60% in size
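First, the protein-peptide complex forms for 30 min at room temperature (L3MBTL1 50 nM, biotinylated H3K9me1 peptide 75 nM). Next, compounds are pin-transferred and incubated 30 min. Finally, AlphaScreen beads are added and read after 30 min.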
IMPase Li cell: qHTS Assay for Identifying the Cell-Membrane Permeable IMPase Inhibitors: Potentiation with Lithium; CHO-M1 cells, IP1 TR-FRET (IP-One), carbachol + lithium; 210,000 compounds, 0.35% hits; AID 1457, 2008; Potency, µM (top dose mostly 59.4 µM), inactives show at the highest dose activity, negative = IMPase inhibition, hits mostly inhibitors;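 note: IP1 builds up when IMPase is blocked and the TR-FRET signal falls; potency is the fitted concentration of half-maximal effect; plate controls were basal vehicle for no effect and high inhibitor control for full effect; nearly all actives have a fitted effect of over 50% in size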
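CHO-M1, 2000 cells/well, 16–30 h culture; cpd + low Li+, 30 min 37C; lysis with d2-IP1/Eu-anti-IP1 Ab, 10 min RT; TR-FRET 665/620 ratio and 620 channel; AC50 via Hill.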
KinaseGlo FLuc: Counterscreen for Luciferase (Kinase-Glo TM) Inhibition; Luciferin 4-monooxygenase (Photuris pensylvanica), Q27757; Kinase-Glo luciferase, ATP luminescence, 8 min; Potency, µM (doses to about 38.3 µM), for the others: at the highest dose activity change, negative = inhibition, hits mostly inhibitors; 200,000 compounds, 0.28% hits; AID 1379, 2008; note: potency is the fitted concentration of half-maximal effect; % is set by controls: 0 for no effect and ±100 for the full control effect; nearly all actives have a fitted effect of over 60% in size
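Compounds were added to a substrate mix at pH 7.2 (50 mM imidazole, 10 uM ATP, within the enzyme's linear range), followed by Kinase-Glo detection reagent; luminescence was measured after 8 minutes at ambient temperature.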
CBFb-RUNX1 inh: qHTS Assay for Compounds Blocking the Interaction Between CBF-beta and RUNX1 for the Treatment of Acute Myeloid Leukemia; AlphaScreen CBFb-His/RUNX1-biotin binding, biochemical; 230,000 tested, under 10 active; Runt-related transcription factor 1 (Homo sapiens) + Core-binding factor subunit beta …; Potency, µM (highest dose often 59.8 µM), for inactives: at the top dose activity, negative = inhibition, hits mostly inhibitors; note: % of control where 0% means no effect
Target sequence (Q01196 whole entry, looked up): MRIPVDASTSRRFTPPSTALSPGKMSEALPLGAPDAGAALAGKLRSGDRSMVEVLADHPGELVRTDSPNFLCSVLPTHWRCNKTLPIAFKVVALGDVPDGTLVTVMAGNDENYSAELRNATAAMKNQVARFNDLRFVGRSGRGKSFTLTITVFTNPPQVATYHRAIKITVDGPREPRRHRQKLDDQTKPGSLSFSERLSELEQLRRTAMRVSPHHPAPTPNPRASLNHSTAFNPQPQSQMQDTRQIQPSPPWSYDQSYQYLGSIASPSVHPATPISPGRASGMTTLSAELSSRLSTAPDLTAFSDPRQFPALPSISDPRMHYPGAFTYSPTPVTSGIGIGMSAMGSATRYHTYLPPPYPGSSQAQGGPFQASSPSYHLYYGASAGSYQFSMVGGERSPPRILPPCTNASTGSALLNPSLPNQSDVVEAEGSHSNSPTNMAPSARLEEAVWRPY
Target sequence (Q13951 whole entry, looked up): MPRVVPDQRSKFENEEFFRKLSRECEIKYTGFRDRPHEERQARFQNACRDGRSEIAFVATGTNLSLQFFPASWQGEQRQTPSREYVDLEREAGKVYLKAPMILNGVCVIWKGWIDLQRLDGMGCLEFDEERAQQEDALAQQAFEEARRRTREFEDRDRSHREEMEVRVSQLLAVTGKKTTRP
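His-tagged CBF-beta and biotinylated RUNX1 (30 nM each) were premixed 20 min at room temperature, exposed to compound for 15 min, then given nickel-chelate and streptavidin AlphaScreen beads (50 ng each). After 90 min, AlphaScreen signal was read.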
HttQ103 aggreg: qHTS Multiplex Assay to Identify Dual Action Probes in a Cell Model of Huntington: Aggregate Formation (GFP); PC12 HttQ103-GFP aggregates, Acumen cytometry, 40 h; Potency, µM (doses to about 46.1 µM), without a hit: top-dose activity change, negative = inhibition, most hits filed as inhibitors; 220,000 compounds, 1.1% hits; AID 1688, 2009; note: potency is the fitted concentration of half-maximal effect; % is set by controls: 0 for no effect and ±100 for the full control effect; nearly all actives have a fitted effect of over 60% in size
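Aggregate formation scored by laser-scanning cytometer (488 excitation, 500–530 emission) in lysed PC12 cells expressing Q103-GFP after 100 nM tebufenozide induction; library tested in dose series, with ATPLite reagent added in the multiplex.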
NPSR antagonist: qHTS Assay for Antagonists of the Neuropeptide S Receptor: cAMP Signal Transduction; Q6W5P4; CHO-NPSR cells, cAMP TR-FRET, antagonist mode; Potency, µM (highest dose often 38.3 µM), without a hit: at the highest dose activity change, negative = inhibition, usual class: inhibitors; 220,000 compounds, 1% hits; note: potency is the fitted concentration of half-maximal effect; % is set by controls: 0 for no effect and ±100 for the full control effect; nearly all actives have a fitted effect of over 50% in size; many of its hits are not listed in these tables
Target sequence (Q6W5P4 whole entry, looked up): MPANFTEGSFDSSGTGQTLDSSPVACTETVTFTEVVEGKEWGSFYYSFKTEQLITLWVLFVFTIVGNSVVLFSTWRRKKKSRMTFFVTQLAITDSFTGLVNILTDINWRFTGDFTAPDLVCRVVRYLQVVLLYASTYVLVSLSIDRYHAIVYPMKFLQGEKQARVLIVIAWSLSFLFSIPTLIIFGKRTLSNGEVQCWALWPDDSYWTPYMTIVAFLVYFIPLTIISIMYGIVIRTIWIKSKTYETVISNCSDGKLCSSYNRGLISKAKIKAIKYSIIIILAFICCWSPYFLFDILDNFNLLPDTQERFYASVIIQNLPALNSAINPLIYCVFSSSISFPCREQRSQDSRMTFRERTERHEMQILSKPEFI
An asterisk follows results filed as active; u = inconclusive; x = no result given; & = joins results of further samples; [ ] = another dose, or the depositor's remark. Calls come from the whole dose curve; as a rule, active = well fitted curve in the direction sought with a large enough effect; inconclusive = small, poorly fitted or top-dose-only effect, or another doubt; inactive = no such curve, though single readings can be large; an effect the other way counts as inactive or inconclusive. Some of the compounds tested; the hit share may differ from the screen's.

SMILES	Epigenetic reg	L3MBTL1 inh	IMPase Li cell	KinaseGlo FLuc	CBFb-RUNX1 inh	HttQ103 aggreg	NPSR antagonist
Cc1ccc(C(=O)C2CCOC(C)(C)C2)cc1 (stereo unspecified)	0.0%	4%	2%	-4%	-1%	x	7%
S=C(Nc1ccccc1)N1CCC(C2CCN(C(=S)Nc3ccccc3)CC2)CC1	17%	-2%	x	x	2%	-2%[9.22 µM]	-3%
CC(=O)NCCCC(=O)NN1C(=S)N(Cc2ccccc2)C(=O)C1CC(=O)Nc1cccc(C)c1 (stereo unspecified)	0.0%	x	-10%	2%	6%	-7%	-4%
Fc1ccc2nc(Nc3nc4c(F)cccc4s3)sc2c1	-1.1%	6%	4%	-2%	26%	u	-23%
CCC1=C2CC[C@H]3C(=O)N(CC(=O)OC)C(=O)[C@H]3[C@H]2[C@@]2(C)C(=NCC(=O)OC)OC(=O)N2C1=O	-0.2%&8.1%	x	2%	1%	6%&1%	-14%[9.22 µM]	4%
CCN(CC)CCSC(=O)C(c1ccccc1)c1ccccc1	1.8%	x	37%[activator]	2%[39.9 µM]	-1%	-6%&-5%	x
CC1(C)CC(=O)C=C(N2CCNCC2)C1	-2.5%	3%	1%[38.3 µM]	-2%	3%	-3%	-11%[46.1 µM]
Nc1nc(SCc2c(F)cccc2Cl)[nH]c(=O)c1-c1ccccc1	-2.9%	x	17%[38.3 µM]	-1%	-7%	0%	2%[46.1 µM]
Cc1nn(-c2ccccc2)c(N2CCCC2)c1/C=N/NC(=O)c1cc(-c2cccs2)nc2ccccc12	0.0%	-10%	3%	1%	-12%	u	-14%[46.1 µM]
CCOC(=O)N1CCC(NC(=O)c2cc(C(=O)Nc3ccc(OCC)cc3)ccc2CO)CC1	4.9%	x	11%[38.3 µM]	6%	-2%	9%[9.22 µM]	-12%[46.1 µM]
CCc1ccccc1N(C(=O)CCC(=O)Nc1cc(C)on1)C(C(=O)NC1CCCC1)c1ccco1 (stereo unspecified)	0.1%	-2%	0%[38.3 µM]	3%	-1%	-16%	-28%[46.1 µM]
COc1cccc(-n2nnc3c(=O)n(Cc4ccc(F)cc4)cnc32)c1	-0.2%	9%	2%[38.3 µM]	-2%	8%	-10%	-23%[46.1 µM]
O=c1c2c(ncn1Cc1ccccc1)nc1n2CCC1	0.0%	-4%	-2%	-4%	-13%	-21%	14%
Cc1ccc(-c2cc(=O)c3ccc(Cl)cc3[nH]2)cc1	4.8%[96.6 µM]	8%	-4%&1%	0%[39.9 µM]	10%[89.1 µM]	-7%[9.22 µM]	-21%
CCN(CC(=O)NCc1ccc(F)cc1)CC(O)COCc1cccc(OC)c1 (stereo unspecified)	0.0%	-5%	-4%[38.3 µM]	-3%	3%	-14%	0%[46.1 µM]
O=C1CC(c2ccccc2)n2nc(NC(=O)c3cccnc3)nc2N1 (stereo unspecified)	-11%	39%[activator]	3%[38.3 µM]	2%	1%	12%	10%[46.1 µM]
Cc1cc(NC(=O)C(C)C)ncc1NC(=O)c1cccc(F)c1	-2.8%	-23%	-4%[38.3 µM]	0%	2%	1%	2%[46.1 µM]
N=c1n(CCO)c2ccccc2n1CCN1CCCCC1	0.0%	-1%	1%	0%	4%	x	6%
CN(C)C(=O)CSc1nnc(-c2ccc(F)cc2)c2ccccc12	-0.3%	3%	x	x	-3%	-8%[9.22 µM]	-4%[7.67 µM]
CS(=O)(=O)N1N=C(c2cccs2)CC1c1ccccc1F (stereo unspecified)	-1.8%	-4%	9%	4%	13%	8%	-3%
O=C(CN1C(=O)CSC1=O)Nc1ccc(C(=O)O)cc1	-6.1%	0%	-4%[38.3 µM]	-1%	3%	-2%	20%[46.1 µM]
COc1ccccc1NS(=O)(=O)c1cc(NC(=S)Nc2cc(C)cc(C)c2)ccc1Cl	-1.1%	-8%	5%	4%	3%	-29%	-22%
CC(=O)NC1(C(F)(F)F)C(=O)Nc2c1c(=O)[nH]c(=O)n2Cc1ccco1 (stereo unspecified)	0.7%	x	-11%[38.3 µM]	1%	-3%	5%	8%[46.1 µM]
CC(C)=Cc1c(O)nc2ccccn2c1=O	-2.2%	0%	-4%	-1%	13%	-1%[9.22 µM]	-7%
C=CCC(C)(NCc1ccccc1)c1ccco1 (stereo unspecified)	-1.1%	4%	-6%[38.3 µM]	-5%	1%	-7%	-8%[46.1 µM]
(continued)
SMILES	Epigenetic reg	L3MBTL1 inh	IMPase Li cell	KinaseGlo FLuc	CBFb-RUNX1 inh	HttQ103 aggreg	NPSR antagonist
COc1ccccc1Nc1ncccc1C(=O)NCc1ccccc1	4.8%	x	51%[activator][38.3 µM]	0%	9%	-7%	u
CCN(CC)c1ccc(/C=N/NC(=O)c2cccc(S(=O)(=O)N3CCOCC3)c2)cc1	0.0%	-10%	-15%	0%	-5%	8%	-18%
COc1cc(C2NC(=O)NC(C)=C2C(=O)OC(C)(C)C)ccc1OCC(N)=O (stereo unspecified)	-1.0%	x	-3%[38.3 µM]	6%	9%	-23%	-2%[46.1 µM]
O=c1[nH]c(/C=C/c2ccc3c(c2)OCO3)c([N+](=O)[O-])c(=O)[nH]1	-0.4%	5%	-6%	2%	18%	-4%[9.22 µM]	6%
O=C(O)c1cc([N+](=O)[O-])ccc1NCCc1ccccc1	-1.7%	6%	x	x	-11%	-9%[9.22 µM]	42%
Cc1ccc2[nH]c(=O)c(CN(CCc3ccccc3)C(c3nnnn3Cc3ccco3)C(C)C)cc2c1 (stereo unspecified)	3.0%	x	x	x	9%	-2%[9.22 µM]	-59%
CC(C)C[C@H](NC(=O)[C@@H]1Cc2ccccc2CN1C(=O)OC(C)(C)C)C(=O)NCC1CCC(C(=O)O)CC1 (stereo partly specified)	-3.9%	x	x	x	10%	18%[9.22 µM]	-3%
NS(=O)(=O)c1ccc(NC(=O)CSC2CCCCC2)cc1	-0.7%	-2%	-7%[38.3 µM]	2%	3%	4%	-12%[46.1 µM]
CCC(=O)n1nc(-c2ccc(Cl)cc2)nc1NCc1ccccc1	4.6%	x	6%[38.3 µM]	0%	-3%	-15%	-21%[46.1 µM]
Cc1ccc(NC(=O)CCC(=O)N/N=C/c2cccs2)cc1C	-5.7%	6%	3%	-1%	6%	-13%	4%
COc1cc2c(cc1OC)CN(C(=S)Nc1ccc(C)cc1C)CC2	-1.0%	-10%	-6%	4%	-13%	-15%	18%
CCOC(=O)N1CCC(NC(=O)c2ccccc2C(=O)O)CC1	-1.8%	x	x	x	3%	0%[9.22 µM]	11%
CCN(CC)S(=O)(=O)c1ccc(C(=O)NC2=C(C(=O)OC)SCC2)cc1	-1.4%	-20%	12%[38.3 µM]	-8%	u	-25%	u
COc1ccc(C(=O)c2c[nH]c(C(=O)NCCCn3ccnc3)c2)cc1	-0.4%	-12%	7%	1%	-4%	9%	5%
Cc1ccc(-c2noc(CCC(=O)NCc3ccco3)n2)cc1	1.7%	x	18%[38.3 µM]	-3%	-9%	14%	-14%[46.1 µM]
COC(=O)[C@H](COC(C)(C)C)NC(=O)O[C@@H]1C(=O)c2cc(OC)ccc2O[C@H]1c1ccc(OC)c(Br)c1	-1.1%	x	7%	0%	-4%	x	x
Cc1nc(N2CCN(Cc3ccccc3)CC2)nc2c1CCC2	-1.3%	5%	12%	1%	-6%	-1%	-3%
Cc1noc(C)c1S(=O)(=O)NC1CCCc2ccccc21 (stereo unspecified)	-1.1%	5%	3%[38.3 µM]	-2%	4%	5%	13%[46.1 µM]

Fetched by structure from the entries so far:
SMILES	Epigenetic reg	L3MBTL1 inh	IMPase Li cell	KinaseGlo FLuc	CBFb-RUNX1 inh	HttQ103 aggreg	NPSR antagonist
S=C(Nc1ccccc1)N1CCC(C2CCN(C(=S)Nc3ccccc3)CC2)CC1	17%	-2%	x	x	2%	-2%[9.22 µM]	-3%
Cc1ccc(-c2noc(CCC(=O)NCc3ccco3)n2)cc1	1.7%	x	18%[38.3 µM]	-3%	-9%	14%	-14%[46.1 µM]
CC1(C)CC(=O)C=C(N2CCNCC2)C1	-2.5%	3%	1%[38.3 µM]	-2%	3%	-3%	-11%[46.1 µM]

An excerpt from above in order of SMILES length, low to high.
SMILES	Epigenetic reg	L3MBTL1 inh	IMPase Li cell	KinaseGlo FLuc	CBFb-RUNX1 inh	HttQ103 aggreg	NPSR antagonist
C=CCC(C)(NCc1ccccc1)c1ccco1 (stereo unspecified)	-1.1%	4%	-6%[38.3 µM]	-5%	1%	-7%	-8%[46.1 µM]
Cc1ccc(C(=O)C2CCOC(C)(C)C2)cc1 (stereo unspecified)	0.0%	4%	2%	-4%	-1%	x	7%
COC(=O)[C@H](COC(C)(C)C)NC(=O)O[C@@H]1C(=O)c2cc(OC)ccc2O[C@H]1c1ccc(OC)c(Br)c1	-1.1%	x	7%	0%	-4%	x	x

Three neighbouring entries out of the list so far, quoted:
SMILES	Epigenetic reg	L3MBTL1 inh	IMPase Li cell	KinaseGlo FLuc	CBFb-RUNX1 inh	HttQ103 aggreg	NPSR antagonist
COC(=O)[C@H](COC(C)(C)C)NC(=O)O[C@@H]1C(=O)c2cc(OC)ccc2O[C@H]1c1ccc(OC)c(Br)c1	-1.1%	x	7%	0%	-4%	x	x
Cc1nc(N2CCN(Cc3ccccc3)CC2)nc2c1CCC2	-1.3%	5%	12%	1%	-6%	-1%	-3%
Cc1noc(C)c1S(=O)(=O)NC1CCCc2ccccc21 (stereo unspecified)	-1.1%	5%	3%[38.3 µM]	-2%	4%	5%	13%[46.1 µM]
